DENV2 CPE = inhibitors of DENV2 cytopathic effect | CPE inhibition, % at 9.99 µM | DENV2-infected cells, cytopathic effect rescue, plate reader | 350,000 compounds, 1.7% hits | AID 651640; in the data active = CPE inhibition above about 20%, passing the limit was not always enough; inconclusive = no clear call, values can overlap the other calls; tested in BHK-21 cells;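 also: 0% = median of neutral control wells and 100% = median of positive control wells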
E-selectin induc = E-selectin induction on HUVECs | P16581 | HUVEC E-selectin immunofluorescence imaging; normalized: neutral wells 0, TNF-alpha wells 100 | activation, % at 7.58 µM | 260,000 compounds, 0.37% hits | AID 686992;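 active = mean E-selectin-positive cell signal at least 10% of the positive control, reached in at least 60% of replicates, without over 20% cell loss; inconclusive = no rule given, readout overlaps actives, possibly toxicity-flagged; inactive = the rest, including those meeting only one limit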;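 also: in these data hits start at about 27%; measured in HUVEC primary endothelial cells; signal is the percent of cells scored E-selectin positive by PE staining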
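System: HUVEC, human umbilical vein endothelial cells; quantity: 3,000 cells/well; buffer or medium: EGM-2 medium, gelatin-coated wells; dosing: single-point compound dose; detection: immunofluorescence imaging; evaluation: % PE-positive cells; benchmarks: TNF-alpha, DMSO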
PglD inh = blocks C. jejuni PglD acetyltransferase activity | 360,000 compounds, 0.098% hits | purified PglD enzyme, DTNB colorimetric CoA detection | inhibition, % at 12.5 µM; in the data active = inhibition above about 16%, passing the limit was not always enough; inconclusive = no clear call, values can overlap the other calls; also: strong numbers were not always called active
S100A4 inh HTS = inhibitors of human S100A4 binding to myosin IIA peptide. P26447. inhibition, % at 10.7 µM. 360,000 compounds, 0.14% hits. S100A4/TAMRA-MyoIIA peptide fluorescence polarization;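 active = mean inhibition of at least 70% across replicates, with every replicate also reaching that level; inconclusive = mean inhibition reaches 70% but some replicates fall short; inactive = mean inhibition below 70%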
Target sequence (P26447 whole entry, looked up): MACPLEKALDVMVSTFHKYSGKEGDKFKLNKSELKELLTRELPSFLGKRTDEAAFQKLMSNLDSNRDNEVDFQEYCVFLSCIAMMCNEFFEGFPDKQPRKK
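Material: S100A4 monomer (human). Medium: Calcium-containing HEPES buffer, pH 7.2. Probe or stimulus: labelled myosin peptide probe, 5 nM. Compound dosing: one concentration per compound. Timing: polarization read 5 min after assay mix addition, stable 5–60 min. Benchmarks: DMSO as neutral control, TFP as positive control.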
C2C12 statin = protects C2C12 myotubes from simvastatin toxicity; ATP luminescence, 48 h; scaled: DMSO 0, geranylgeraniol control 100; rescue of ATP level, % at 7.49 µM; 330,000 compounds, 0.78% hits;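 active = mean ATP rescue above about 67%, or every replicate alone reaching that limit, limit read from the data, passing the limit was not always enough; inconclusive = no clear call, values can overlap the other calls; inactive = mean under the limit and some replicate under it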;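 also: myotubes were challenged with 10 µM simvastatin during compound exposure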
ERp5 block = ERp5 (human) disulfide isomerase inhibition; Q15084; ERp5 insulin aggregation, absorbance 650 nm, 90 min; inhibition, % at 9.99 µM; 350,000 compounds, 0.05% hits; AID 651711;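 active = mean replicate inhibition above about 25%, with every replicate also reaching it, limit read from the data, passing the limit was not always enough; inconclusive = only one of those two criteria met; inactive = neither criterion met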
Target sequence (Q15084 whole entry, looked up): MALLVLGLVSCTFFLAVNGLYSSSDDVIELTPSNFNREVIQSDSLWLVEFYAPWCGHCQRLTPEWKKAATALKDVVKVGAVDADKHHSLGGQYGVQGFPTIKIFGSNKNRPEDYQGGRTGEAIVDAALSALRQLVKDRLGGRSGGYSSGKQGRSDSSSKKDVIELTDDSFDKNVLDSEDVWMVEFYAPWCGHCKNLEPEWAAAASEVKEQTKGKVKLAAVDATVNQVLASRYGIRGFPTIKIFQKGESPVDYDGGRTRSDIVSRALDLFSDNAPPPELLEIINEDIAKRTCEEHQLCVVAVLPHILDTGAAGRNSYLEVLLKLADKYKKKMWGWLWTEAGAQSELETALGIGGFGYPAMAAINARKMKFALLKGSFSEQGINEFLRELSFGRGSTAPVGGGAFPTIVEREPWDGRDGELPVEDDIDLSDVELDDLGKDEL
SIRT5 block = blocks human SIRT5 desuccinylation of peptide | Q9NXA8 | Purified SirT5, succinyl-peptide AMC, trypsin-coupled fluorescence | inhibition, % at 15 µM | 330,000 compounds, 1.1% hits; in the data active = inhibition above about 15%; inconclusive = no clear call, values can overlap the other calls
Target sequence (Q9NXA8 whole entry, looked up): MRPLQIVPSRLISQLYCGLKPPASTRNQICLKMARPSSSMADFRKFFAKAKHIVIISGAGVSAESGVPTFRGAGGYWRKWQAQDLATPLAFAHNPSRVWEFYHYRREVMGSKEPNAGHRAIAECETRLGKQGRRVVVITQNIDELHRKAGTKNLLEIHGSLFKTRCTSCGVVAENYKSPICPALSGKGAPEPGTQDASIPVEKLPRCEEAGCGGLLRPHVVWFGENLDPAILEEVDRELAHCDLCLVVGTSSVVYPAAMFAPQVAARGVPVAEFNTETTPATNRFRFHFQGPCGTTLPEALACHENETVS
Active calls of the source: *; ? = inconclusive; . = no result given; & = joins results of further samples. Some of the compounds tested; the hit share may differ from the screen's.

SMILES	DENV2 CPE	E-selectin induc	PglD inh	S100A4 inh HTS	C2C12 statin	ERp5 block	SIRT5 block
CC(C)c1ccc2c(c1)CC[C@H]1[C@](C)(CN)CCC[C@]21C	-8.4&-1.6	-2.1&-0.1	1.9&-1.0	-1.6&2.5	-128.9&-2.7	9.1&-2.9	0.9&-4.0
CC1(C(=O)NC2CCN(Cc3ccccc3)CC2)CCN1Cc1cc2ccccc2o1 (configuration not stated)	-2.0	0.1	3.1	-6.1	1.0	5.3	0.2
CN(C)C(=O)CCc1ccc2c3c([nH]c2c1)[C@]1(C)[C@@H](C(=O)N2CCCCC2)C[C@H](CC(=O)NCC24CC5CC(CC(C5)C2)C4)C(=O)N1CC3	-7.6	.	2.7	-13.1	-15.2	24.6	-1.1
Cc1noc(C)c1NC(=O)Nc1ccc2c(c1)C(=O)N([C@H](C)CO)C[C@@H](C)[C@H](CN(C)S(=O)(=O)c1ccccc1)OCCCC[C@@H](C)O2	-7.5	0.0	0.3	-5.5	.	-0.2	-3.7
COc1cccc(CNC(=O)COC(=O)c2cc(Br)c(Br)s2)c1	3.7	.	7.5	1.7	3.4	1.7	-3.9
O=C1N(c2ccccc2C(F)(F)F)O[C@]1(c1ccccc1)C1CCCCC1	.	0.0	4.2	6.7	4.4	-5.6	.
O=C(NC(=S)Nc1ccc(S(=O)(=O)Nc2nccs2)cc1)c1ccc(Br)o1	-0.9	.	.	6.0	.	-3.7	1.7
COc1ccc(OC)c(S(=O)(=O)Nc2ccc3c(c2)n(C)c(=O)n3C)c1	-1.2	.	1.1	6.4	1.0	-2.4	1.5
CC(C)(C)OC(=O)N(Cc1ccccc1)Cc1cccc(OCc2cccc(NC(=O)C3CC3)c2)c1	-0.7	0.2	-5.0	-1.2	-15.5	6.5	3.4
Cc1cccnc1NC(=O)COc1ccc2oc3c(c2c1)CCCC3	.	.	2.7	-4.8	7.0	-12.7	-2.8
CCOc1ccc(/C=C2\SC(=S)N(NS(=O)(=O)c3ccc(C)cc3)C2=O)cc1OC	3.3	0.4	-12.5	0.3	.	-2.1	2.9
CCCCOc1ccc(/C=C/C(=O)OCC(=O)c2c(N)n(C)c(=O)n(C)c2=O)cc1OCC	6.4	.	.	-8.4	.	0.3	-1.3
COc1ccc(NC(=O)N(C)C[C@@H]2Oc3ccc(NS(=O)(=O)c4c(C)noc4C)cc3CC(=O)N([C@H](C)CO)C[C@H]2C)cc1	3.7	.	2.1	17.9	26.3	-1.2	-0.2
Cc1cc(C)c2c(=O)n3c(nc2c1)C(Cc1ccc(O)cc1)NC(=O)c1cc2ccccc2cc1-3 (configuration not stated)	0.0	11.5	4.0	-2.1	12.3	3.2	-4.6
Cc1ccc(Cn2nnc3c(=O)[nH]c(C4CCCN(C(=O)c5ccco5)C4)nc32)cc1 (configuration not stated)	-2.6	0.1	-4.5	-7.3	0.8	4.0	-7.1
C[C@H](CO)N1C[C@H](C)[C@H](CN(C)S(=O)(=O)c2cccc(C#N)c2)OCc2cnnn2CCCC1=O	?	0.0	-4.2&1.5	3.3&-0.1	9.7&-0.1	1.6&3.4	-2.2&0.2
C[C@@H]1CCCCO[C@H](CN(C)Cc2ccncc2)[C@H](C)CN([C@@H](C)CO)C(=O)c2cc(NC(=O)Nc3ccc(C(F)(F)F)cc3)ccc2O1	0.1	-0.2	0.2	7.2	.	-3.1	8.3
CC(C)C(=O)Nc1ccc(-c2nc3ncccc3o2)cc1	-1.4	0.5	2.6	0.4	-8.0	0.2	-40.8
C[C@@H]1CN([C@@H](C)CO)C(=O)c2cc(-c3ccc(C(=O)N(C)C)cc3)cnc2O[C@H]1CN(C)C(=O)c1cccnc1	14.3	.	-0.6	-8.4	4.6	4.0	-1.3
Cc1ccc(NC(=O)CCc2c(C)nn(-c3ccc(N4CCCCC4)nn3)c2C)cc1F	-0.2	.	-0.7	3.3	-1.0	.	1.6
CCOc1ccc(C(CC(=O)O)NC(=O)C(CC)c2ccccc2)cc1 (configuration not stated)	-3.8	.	-2.8	-4.6	20.2	7.4	-7.4
C=CC1C(OC2OC(CO)C(O)C(O)C2O)OC=C(C(=O)OC)C1CC1CC(=O)CC(CC(=O)CCc2ccc(O)cc2)O1 (configuration not stated)	-13.4	.	-0.8	8.9	-7.8	-4.2	11.8
CC(C)CNS(=O)(=O)c1ccc(CCC(=O)NCc2ccc(Cl)cc2)cc1	-1.7	0.0	0.7	2.4	3.6	1.4	-0.1
COc1ccccc1S(=O)(=O)N[C@H]1C=C[C@@H](CC(=O)N2CCOCC2)O[C@H]1CO	-3.7	0.0	5.6	7.7	1.9	2.1	-1.8
O=[N+]([O-])c1ccc(Sc2ncccn2)c([N+](=O)[O-])c1	-5.0	.	-8.0	5.6	9.7	.	-3.0
CC(C)C#Cc1ccc2c(c1)O[C@@H](CN(C)Cc1ccccn1)[C@@H](C)CN([C@@H](C)CO)S2(=O)=O	30.4	-0.1	-0.4	-0.8	30.1	0.1	2.2
CN(C)c1ccc(C(CNC(=O)c2ccccc2Br)c2c[nH]c3ccccc23)cc1 (configuration not stated)	7.4	.	.	-1.3	-3.3	-1.9	-0.2
N#C[C@H]1[C@H](c2ccc(C#CC3(O)CCCC3)cc2)[C@H](CO)N1C(=O)C1CCC1	-8.3	0.1	6.7	-1.7	-1.5	3.4	-0.6
CCn1c(SC)nc2c(c1=O)SC(C)C2 (configuration not stated)	-8.2	.	.	5.6	.	4.6	-2.0
CC(C)C#Cc1ccc([C@@H]2[C@@H](C#N)N(C(=O)C3CCC3)[C@H]2CO)cc1	-6.3	-0.5	-0.5	6.4	-13.0	0.1	-0.5

Structural class, the entries above containing a halogen.
SMILES	DENV2 CPE	E-selectin induc	PglD inh	S100A4 inh HTS	C2C12 statin	ERp5 block	SIRT5 block
COc1cccc(CNC(=O)COC(=O)c2cc(Br)c(Br)s2)c1	3.7	.	7.5	1.7	3.4	1.7	-3.9
O=C1N(c2ccccc2C(F)(F)F)O[C@]1(c1ccccc1)C1CCCCC1	.	0.0	4.2	6.7	4.4	-5.6	.
O=C(NC(=S)Nc1ccc(S(=O)(=O)Nc2nccs2)cc1)c1ccc(Br)o1	-0.9	.	.	6.0	.	-3.7	1.7
C[C@@H]1CCCCO[C@H](CN(C)Cc2ccncc2)[C@H](C)CN([C@@H](C)CO)C(=O)c2cc(NC(=O)Nc3ccc(C(F)(F)F)cc3)ccc2O1	0.1	-0.2	0.2	7.2	.	-3.1	8.3
Cc1ccc(NC(=O)CCc2c(C)nn(-c3ccc(N4CCCCC4)nn3)c2C)cc1F	-0.2	.	-0.7	3.3	-1.0	.	1.6
CC(C)CNS(=O)(=O)c1ccc(CCC(=O)NCc2ccc(Cl)cc2)cc1	-1.7	0.0	0.7	2.4	3.6	1.4	-0.1
CN(C)c1ccc(C(CNC(=O)c2ccccc2Br)c2c[nH]c3ccccc23)cc1 (configuration not stated)	7.4	.	.	-1.3	-3.3	-1.9	-0.2

The results go on:
SMILES	DENV2 CPE	E-selectin induc	PglD inh	S100A4 inh HTS	C2C12 statin	ERp5 block	SIRT5 block
O=C(Cn1c(=O)c2cccn2c2cccnc21)N1CCN(c2ccccc2F)CC1	11.4	.	2.1	1.6	1.7	7.2	-2.1
CCOC(=O)C1C(=O)C(=O)N(C(C)C)C1C(=O)OCC (configuration not stated)	1.3	1.6	-2.0	-3.3	-0.2	-0.7	-0.2
CC(NC(=O)c1ccc(Br)o1)C1CC2CCC1C2 (configuration not stated)	-2.8	-0.4	-2.5	0.0	.	-3.7	-0.7
CCC[C@@H](CN1CCC[C@H]1CN1C(N)=NC[C@H]1CC(C)C)N1C[C@@H]([C@H](C)CC)N(CCCC2CCCC2)C1=N	-3.0	.	5.5	-4.2	-20.1	26.9*	2.9
O=C(Nc1ccccn1)Nc1ccccc1Cl	-0.2	0.3	-5.5	2.0	3.6	5.9	-0.6
Cc1cc(Oc2ccc(=O)[nH]n2)nc(Cl)n1	.	2.3	1.2	-13.3	8.5	4.8	-8.9
COc1ccccc1CN(C)C(=O)c1cc2ccccc2o1	0.4	0.3	-2.8	-21.6	-10.0	1.2	-1.4
O=C1NC2(CCCC2)Oc2ccccc21	-5.1	.	2.4	-2.5	.	9.2	1.6
C[C@@H]1CCCCO[C@H](CN(C)C(=O)Cc2ccccc2)[C@H](C)CN([C@@H](C)CO)C(=O)c2cc(NC(=O)Nc3ccc4c(c3)OCO4)ccc2O1	-7.6	0.2	0.5	-13.0	.	-5.0	9.5
COc1ccc(NC(=O)c2ccccc2N(Cc2ccccc2)S(C)(=O)=O)cc1OC	-6.6	.	2.3	-1.4	-3.2	-8.6	1.0
COC(=O)c1ccc(CNC(=O)CSc2nc3sc(C)c(C)c3c(=O)n2C)o1	2.9	.	-1.5	2.8	-2.5	-4.3	-0.7
COc1cccc(-c2cccc(-c3nc(C(=O)N(C)C)cc4c3[C@@H](CCO)N([S@](=O)C(C)(C)C)C4)c2)c1	-2.2	0.4	-2.8	-28.4	13.3	-3.5	1.0
O=C(CSc1nnc(Cc2ccccc2)c(=O)[nH]1)Nc1ccccc1	-5.2	0.2	.	-2.6	-22.0	-1.1	-3.2
Cc1ccccc1CNC(=O)Cc1cccs1	1.9	.	.	2.0	.	2.2	-4.3
C[C@H](CO)N1C[C@H](C)[C@H](CN(C)S(=O)(=O)c2cccs2)Oc2c(NC(=O)C3CCCCC3)cccc2C1=O	-1.0	-0.1	-0.6	?	-76.0	-0.3	17.4*
C[C@@H]1CN([C@H](C)CO)C(=O)Cc2cc(NC(=O)C3CC3)ccc2O[C@H]1CN(C)C(=O)Nc1cccc2ccccc12	19.4	0.0	0.7	-5.7	-2.7	-6.0	0.1
COC(=O)c1ccc(Nc2c([N+](=O)[O-])c(=O)oc3ccccc23)cc1	2.2	-0.7	.	-3.6	.	-1.9	-0.4
N#C[C@@H]1[C@H](c2ccc(C3=CCCC3)cc2)[C@@H](CO)N1C(=O)C1CCCC1	1.6	-0.5	-3.9	4.9	18.1	-1.7	2.8
COc1ccc(C2(C(=O)Nc3ccc(OC)cc3OC)CCCC2)cc1	-5.0	.	4.9	-1.6	5.4	3.3	-1.9
Nc1ccc(NC(=O)CCN2CCOCC2)cc1	1.9	1.4	3.8	-1.2	16.8	-1.9	-3.7
CNC(=O)C1(C(F)(F)F)C/C(=C\CCO)CCCO1 (configuration not stated)	?	.	4.1	-2.7	.	-1.5	.
Cc1cccc(Cl)c1NC(=O)N(C)c1ccccc1	?	0.8	.	-0.3	.	-0.4	.
C[C@@H]1CCCCO[C@H](CN(C)C(=O)Cc2ccccc2)[C@@H](C)CN([C@@H](C)CO)C(=O)c2cc(NS(=O)(=O)c3ccc(F)cc3)ccc2O1	-2.5	0.2	3.0	.	.	.	.
COc1ccc(C(=O)NCCNc2ccccc2[N+](=O)[O-])cc1	2.4	4.2	.	-18.5	-3.4	-5.3	.
Cc1ccccc1C(=O)Nc1ccc(C(=O)N/N=C/c2ccc(F)cc2)cc1	-1.8	.	.	-2.3	.	4.8	-2.1
C#CCO[C@@H]1C[C@H](n2cnc3c(=O)[nH]c(NC(=O)C(C)C)nc32)O[C@@H]1CO	1.2	0.1	0.4	-0.7	-6.6	3.2	-3.2
CC(C)N(CCn1c(SCC(=O)Nc2cccnc2Cl)nc2ccccc2c1=O)C(C)C	8.6	.	2.0	-4.0	-5.5	-3.4	-0.7
CN(C)C(=O)c1cccc(-c2cnc3c(NC=O)cc(-c4ccccc4Cl)cn23)c1	-0.9	-0.3	0.2	-1.8	-4.9	2.2	-5.3
Cc1ccc(C)c(NS(=O)(=O)c2ccc(-n3cccn3)cc2)c1	-5.5	0.0	2.1	2.0	4.2	16.8	-0.1
